# PolyA inhibitor: polyadenylation inhibitors in yeast reporter cells, primary screen, luminescence, S. cerevisiae. S. cerevisiae SKY197-pL101 polyadenylation reporter, beta-gal luminescence; efflux-impaired pdr1/pdr3 knockout yeast; score 100 = 6 SD above DMSO. calls only at 12 µM. 0.02% of 300,000 active;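 active = lowest replicate activity score at least 50, where 100 means six control SD above control mean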;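 note: yeast exposed to compound for 9 h at 30 °C; higher score means more reporter readthrough which indicates perturbed polyadenylation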
# KCNQ1 inh: inhibitors of human KCNQ1 channel, primary screen, cell-based, thallium flux, high-throughput. B-score at 10 µM. AID 2642, 2010. CHO-K1 KCNQ1, FluxOR thallium flux fluorescence; active compounds read high. 1.3% of 310,000 active;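 active = compounds whose thallium flux B-score, printed positive for inhibition, exceeds three library SD while starting fluorescence stays within three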;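 note: channel opened by potassium depolarization with thallium stimulus after 20 min compound exposure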
# KCNK3 block: human KCNK3 channel inhibitors, primary screen, CHO cells, FluxOR thallium flux, B-score | Potassium channel subfamily K member 3 (Homo sapiens), O14649 | FluxOR fluorescence; active compounds read low | B-score at 10 µM | 0.84% of 340,000 active | AID 602410, 2012;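 active = B-score under library mean minus 4 SD, starting fluorescence ratio at most library mean plus 5 SD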;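 note: more negative B-score means stronger inhibition of thallium flux through KCNK3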
# GSK3A inh: blockers of GSK3A enzyme activity – biochemical, luminescence, cell-free homogeneous, HTS, primary screen; inhibition, % at 10 µM; GSK-3 alpha kinase, ADP-Glo luminescence, 60 min; 0.1% of 320,000 active; Glycogen synthase kinase-3 alpha (Homo sapiens), P49840;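 in the data active = inhibition above about 50%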;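 note: GST-tagged GSK-3 alpha with peptide substrate and 25 µM ATP; 0% = DMSO neutral wells and 100% = GW8510 positive control wells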
# Target sequence (P49840 whole entry, looked up): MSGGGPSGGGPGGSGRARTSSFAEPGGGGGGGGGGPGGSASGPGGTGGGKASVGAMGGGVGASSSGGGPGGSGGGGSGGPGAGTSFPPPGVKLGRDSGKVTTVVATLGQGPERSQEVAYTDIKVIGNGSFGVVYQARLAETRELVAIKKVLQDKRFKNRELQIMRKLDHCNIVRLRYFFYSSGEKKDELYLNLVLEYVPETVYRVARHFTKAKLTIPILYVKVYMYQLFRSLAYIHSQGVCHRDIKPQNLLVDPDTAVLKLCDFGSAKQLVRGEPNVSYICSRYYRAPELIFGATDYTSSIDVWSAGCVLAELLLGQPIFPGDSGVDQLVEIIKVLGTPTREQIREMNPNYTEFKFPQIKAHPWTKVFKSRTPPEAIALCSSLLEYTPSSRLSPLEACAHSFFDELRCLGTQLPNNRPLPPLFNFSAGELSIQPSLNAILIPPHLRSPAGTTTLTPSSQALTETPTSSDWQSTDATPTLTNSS
# KCNK9 inh: KCNK9 potassium channel inhibitors, primary screen, HEK293 cells, thallium flux. Potassium channel subfamily K member 9 (Homo sapiens), Q9NPC2. FluxOR thallium flux fluorescence; active compounds read low. B-score at 10 µM. 1.2% of 310,000 active;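 active = ratio B-score over 3 SD below the library mean, with starting fluorescence within 5 SD of its mean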;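 note: negative B-score means less thallium flux so channel inhibition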
# Target sequence (Q9NPC2 whole entry, looked up): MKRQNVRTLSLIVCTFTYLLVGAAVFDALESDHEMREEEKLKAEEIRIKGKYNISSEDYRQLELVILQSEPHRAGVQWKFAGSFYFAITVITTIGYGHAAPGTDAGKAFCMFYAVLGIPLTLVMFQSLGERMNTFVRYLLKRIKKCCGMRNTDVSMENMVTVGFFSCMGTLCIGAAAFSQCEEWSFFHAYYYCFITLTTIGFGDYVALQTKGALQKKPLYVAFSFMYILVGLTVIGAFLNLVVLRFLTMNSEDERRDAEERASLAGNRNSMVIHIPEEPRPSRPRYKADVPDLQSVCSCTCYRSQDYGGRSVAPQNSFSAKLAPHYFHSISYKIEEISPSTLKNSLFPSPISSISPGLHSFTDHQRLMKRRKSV
# DYRK1A inh: rat Dyrk1A kinase inhibitors, primary screen, biochemical, single point, plate reader; 0.43% of 310,000 active; Dual specificity tyrosine-phosphorylation-regulated kinase 1A (Rattus norvegicus), Q63470; inhibition, % at 12.5 µM; ADP-Glo luminescence, NFATc1 peptide; AID 504441, 2011; in the data active = inhibition above about 50%;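 note: plate controls were vehicle with enzyme for no effect and no enzyme for full effect; many of its hits are not listed in these tables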
# HDAC3 inh: HDAC3 deacetylase inhibitors, primary screen, biochemical, fluorescence, cell-free homogeneous; Histone deacetylase 3 (Homo sapiens), O15379; 0.15% of 320,000 active; recombinant HDAC3, fluorogenic peptide/trypsin coupled; inhibition, % at 8.3 µM; in the data active = inhibition above about 26%, passing the limit was not always enough
# hERG rescue: hERG rescue from dofetilide block, primary screen, cell-based, CHO-hERG, FluxOR thallium flux, dofetilide IC70; Voltage-gated inwardly rectifying potassium channel KCNH2 (Homo sapiens), Q12809; dofetilide IC70 present; activation (rescue from dofetilide block), less the hit threshold, % at 10 µM; 0.51% of 310,000 active;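 active = activation above the mean of controls blocked by dofetilide plus 5 SD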;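 note: thallium influx through hERG after potassium depolarization seen as dye fluorescence rise; in these data hits start at about 4.7%; inactives centre near -7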
# GSK3B inh: human GSK3beta kinase inhibitors, primary screen, biochemical, cell-free homogeneous, HTS; Glycogen synthase kinase-3 beta (Homo sapiens), P49841; GST-GSK3beta kinase, ADP-Glo luminescence, 60 min; active compounds read low; activity score (negative = inhibition), % at 10 µM; 0.038% of 300,000 active; AID 2097, 2009;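 active = more than half of replicate wells score below -50%, meaning over 50% inhibition versus plate controls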;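 note: 0% = median DMSO wells and -100% = median GW8510 positive control wells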
#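 Assay system: GST-fused GSK3beta enzyme, cell-free / Medium: Tris pH 7.5 buffer with MgCl2, DTT, BSA, heparin / Also added: peptide substrate plus 25 µM ATP (final) / Compound: 10 µM single point / Timing: kinase reaction with compound 60 min at room temperature / Detection: ADP-Glo luminescence / Benchmarks: DMSO neutral wells and GW8510 at 20 µM as positive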
# KCNQ1 act: potentiators or activators of KCNQ1 channel, primary screen, cell-based, thallium flux, high-throughput | Potassium voltage-gated channel subfamily KQT member 1 (Homo sapiens), P51787 | CHO-K1 KCNQ1, thallium flux FluxOR fluorescence; active compounds read high | B-score at 10 µM | 0.35% of 310,000 active;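 active = fluorescence ratio B-score, a plate-corrected score, at least three library SD, with initial intensity B-score within 5 SD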
#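 assay system = KCNQ1-transfected CHO-K1 cells | medium = assay buffer with matched DMSO | probe or stimulus = depolarizing K+/Tl+ stimulus, K2SO4 and Tl2SO4 each 12.5 mM in 5x stock | dosing = single dose | incubation = dye 90 min, compound 20 min, room temperature | detection = kinetic FluxOR fluorescence, 10 s baseline plus 110 s post-stimulus | evaluation = ratio B score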
# RGS4 pot: RGS4 potentiators or activators, primary screen, cell-based, HEK293 M3R inducible RGS4, calcium flux; 0.92% of 310,000 active; B-score at 10 µM; carbachol calcium flux Fluo4; active compounds read low;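 active = B-score of the integrated calcium signal more than 4 SD below the library mean, with starting fluorescence not abnormally high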;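 note: negative B-score means reduced calcium response which marks RGS4 activation or potentiation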
#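 Also added: carbachol at ECmax as muscarinic agonist stimulus; Assay system: HEK293 cells with stable M3R and inducible RGS4; Timing: overnight RGS4 induction, 30 min dye load 37 °C, 20 min compound RT; Measured by: Fluo4-AM (2 µM) calcium-flux fluorescence, kinetic read.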
# * marks the source's active call; other numbers are inactive results; i = inactive; nt = no result given.
# Screens in order: HDAC3 inh, GSK3A inh, KCNQ1 inh, hERG rescue, PolyA inhibitor, KCNQ1 act, KCNK9 inh, KCNK3 block, GSK3B inh, DYRK1A inh, RGS4 pot
O=C(Cc1ccccc1)NCC(=O)OCc1ccc([N+](=O)[O-])cc1
  -4, 3, i, -6, i, i, i, i, -5, -1, i
COC(=O)C1=C(C)NC(C)=C(C(=O)OC)C1c1ccc(-c2cccc(Cl)c2Cl)o1
  11, -2, i, -7, i, i, i, i, 12, 2, i
COc1ccc(C(CC(=O)O)NC(=O)Nc2ccccc2)cc1OC (centres undefined)
  -4, 0, i, -4, i, i, i, i, 1, -1, i
CC(=O)c1ccc(NC(=O)C2C3C=CC(C3=C(c3ccccc3)c3ccccc3)C2C(=O)O)cc1 (centres undefined)
  -12, -7, i, -5, i, i, i, i, 4, -3, i
COc1ccc(C(=O)C2CCCN(C/C=C/c3ccccc3OC)C2)c(OC)c1 (centres undefined)
  -4, -2, i, -20, i, i, i, i, -2, 0, -9.3*
O=C(Nc1cccc(NC(=O)c2ccc([N+](=O)[O-])o2)c1)c1ccco1
  5, -1, i, -10, i, i, i, i, 0, 20, i
O=C(NCc1ccccn1)Nc1cc(Cl)ccc1Cl
  -5, 0, i, -5, i, i, i, i, 0, -4, i
COc1ccccc1C(=O)Nc1ccc2c(c1)CCCN2C(=O)c1cccs1
  -6, 0, i, -11, i, i, i, i, -2, 1, i
Cc1cccc(N=C2NC(=O)/C(=C\c3cccs3)S2)c1
  11, -4, i, -6, i, i, i, i, -2, 8, i
COc1ccc(N(Cc2ccccc2)C(=O)CSc2nnc(Cn3nnc4ccccc43)o2)cc1
  2, 6, i, -6, i, i, i, i, 5, -15, i
CC(=O)Nc1ccc(-c2nnc(SCc3c(C)cc(C)cc3C)n2C)cc1
  5, -2, i, -4, i, i, i, i, 6, 6, i
Cc1c(C(=O)N2CCCCC2)oc2ccc(Br)cc12
  -6, -2, i, -8, i, i, i, i, 2, 9, i
CC1(C)CC(=O)C2=C(C1)NC(=O)NC2c1ccc(Cl)cc1 (centres undefined)
  0, 0, i, -2, i, i, i, i, -1, 0, i
CC1(C)Cc2nc3oc4c(NCc5ccccc5)ncnc4c3cc2CO1
  -45, -3, i, 2, i, i, i, i, 1, -7, i
c1ccc(C2=NOC(c3nnc(-c4ccccc4)o3)C2)cc1 (centres undefined)
  -2, -2, i, 0, i, i, i, i, 2, 2, i
CCCCN(CCCC)CC(O)COc1ccccc1Br (centres undefined)
  0, 1, i, -13, i, i, i, i, -2, -2, i
Cc1cc(C)n2nc(S(=O)(=O)N(CC(C)C)CC(C)C)nc2n1
  2, -1, i, -9, i, i, i, i, 3, 4, i
COc1ccccc1CNC(=O)c1ccccc1C(=O)NC(C)(C)C(=O)NCc1ccccc1OC
  14, -6, i, -13, i, i, i, i, 0, -1, i
CC(=O)Nc1ccc(NC(=O)C2CCC(CNS(=O)(=O)c3cccc4nsnc34)CC2)cc1 (centres undefined)
  -2, -2, i, -13, nt, i, i, i, 2, 5, i
O=C(CSc1nc2ccccc2o1)N1N=C(c2cccs2)CC1c1ccc(F)cc1 (centres undefined)
  -5, -2, i, -7, i, i, i, i, 5, 1, i
CCCCCCC(C)n1[nH]c(=O)cc1N (centres undefined)
  2, -1, i, -7, i, i, i, i, -1, 0, i
CCOC(=O)C1=C(N)OC2=C(C(=O)CC(C)(C)C2)C1c1cc(CSc2nnnn2C)cs1 (centres undefined)
  5, 1, i, -22, i, i, i, i, 7, -4, i
CCOC(=O)N1CCN(c2cc(=O)n(C3CCCCC3)c(=O)[nH]2)CC1
  1, -6, i, -4, i, i, i, i, 3, -5, i
CC(=O)Nc1nc(C)c(S(N)(=O)=O)s1
  3, -1, i, -7, i, i, i, i, -1, 11, i
CCCC(=O)N(c1ccc(OCC)cc1)S(=O)(=O)c1ccc2c3c(cccc13)C(=O)N2C
  -13, -3, i, -12, i, i, i, i, 3, -4, i
O=C(N/N=C/c1cccs1)c1cc(-c2ccc(Cl)s2)[nH]n1
  1, 3, i, -13, i, i, i, i, 2, -3, i
Cc1ccc(Cl)cc1NC(=O)C1CC(=O)N(C(C)C)C1 (centres undefined)
  0, -1, i, -3, i, i, i, i, 1, 14, i
COc1ccc2c(c1OC)CN(C)CCc1cc3c(cc1C(=O)C2)OCO3
  6, -1, i, -6, i, i, i, i, 3, 2, i
O=C1CSC(c2cccnc2)N1CCc1ccccn1 (centres undefined)
  4, 10, i, -9, i, i, i, i, 2, nt, i
CCCCn1c(SCc2nc3ccccc3s2)nc2cc(S(N)(=O)=O)ccc21
  1, 0, i, -12, i, i, i, i, -1, 2, i

# Compound profiles (already shown). Values in the order: HDAC3 inh, GSK3A inh, KCNQ1 inh, hERG rescue, PolyA inhibitor, KCNQ1 act, KCNK9 inh, KCNK3 block, GSK3B inh, DYRK1A inh, RGS4 pot
# `COc1ccc2c(c1OC)CN(C)CCc1cc3c(cc1C(=O)C2)OCO3` reads 6, -1, i, -6, i, i, i, i, 3, 2, i
# `CCOC(=O)C1=C(N)OC2=C(C(=O)CC(C)(C)C2)C1c1cc(CSc2nnnn2C)cs1` (centres undefined) reads 5, 1, i, -22, i, i, i, i, 7, -4, i
# `c1ccc(C2=NOC(c3nnc(-c4ccccc4)o3)C2)cc1` (centres undefined) reads -2, -2, i, 0, i, i, i, i, 2, 2, i
# `Cc1c(C(=O)N2CCCCC2)oc2ccc(Br)cc12` reads -6, -2, i, -8, i, i, i, i, 2, 9, i
# `COc1ccccc1CNC(=O)c1ccccc1C(=O)NC(C)(C)C(=O)NCc1ccccc1OC` reads 14, -6, i, -13, i, i, i, i, 0, -1, i

# Quoted at random: four compounds from above, in no set order.
# Screens in order: HDAC3 inh, GSK3A inh, KCNQ1 inh, hERG rescue, PolyA inhibitor, KCNQ1 act, KCNK9 inh, KCNK3 block, GSK3B inh, DYRK1A inh, RGS4 pot
CC1(C)CC(=O)C2=C(C1)NC(=O)NC2c1ccc(Cl)cc1 (centres undefined)
  0, 0, i, -2, i, i, i, i, -1, 0, i
COC(=O)C1=C(C)NC(C)=C(C(=O)OC)C1c1ccc(-c2cccc(Cl)c2Cl)o1
  11, -2, i, -7, i, i, i, i, 12, 2, i
O=C(NCc1ccccn1)Nc1cc(Cl)ccc1Cl
  -5, 0, i, -5, i, i, i, i, 0, -4, i
COc1ccc(C(=O)C2CCCN(C/C=C/c3ccccc3OC)C2)c(OC)c1 (centres undefined)
  -4, -2, i, -20, i, i, i, i, -2, 0, -9.3*

# Other structures.
# Screens in order: HDAC3 inh, GSK3A inh, KCNQ1 inh, hERG rescue, PolyA inhibitor, KCNQ1 act, KCNK9 inh, KCNK3 block, GSK3B inh, DYRK1A inh, RGS4 pot
Brc1ccccc1C1=Nn2c(nnc2-c2ccccc2)SC1
  0, 4, i, -4, i, i, i, i, 1, 73*, i
Clc1ccc(OCc2nnnn2-c2ccccc2)cc1
  2, 0, i, -9, i, i, i, i, 8, -3, i
OC(COc1ccc(Cl)cc1Cl)CN1CCc2ccccc2C1 (centres undefined)
  -3, -10, i, -10, i, i, i, i, 2, 3, i
CCN(Cc1ccccc1)C(=O)C1CCN(Cc2ccc(OC)c(OC)c2OC)CC1
  2, 2, i, -5, i, i, i, i, 3, 2, i
C=COCCNC(=O)C(=O)NCC(C)C
  -1, -2, i, -2, i, i, i, i, 2, 1, i
NNC(=O)CN1CCCc2ccccc21
  -7, 0, i, -4, i, i, i, i, -2, -5, i
O=C(CN1C(=O)c2cccc3cccc1c23)Nc1ccc2c(c1)OCO2
  -1, 0, i, 2, i, i, i, i, 0, -2, i
CN(C)c1nc(Nc2ccc(Cl)c(Cl)c2)nc(N(C)C)n1
  0, -3, i, -4, i, i, i, i, -1, 4, i
Cc1cc(C)n(CCC(=O)N2c3ccccc3CC2C)n1 (centres undefined)
  -3, -1, i, -4, i, i, i, i, -2, nt, i
CCOc1ccc(OCC)c(NC(=O)C2CCN(c3ncccn3)CC2)c1
  -7, -4, i, -13, i, i, i, i, 1, -5, i
CC(=O)NCCn1c(C)cc2ccccc21
  nt, 1, i, -8, i, i, i, i, -2, -2, i
O=c1c2cnn(-c3ccccc3)c2nnn1/N=C/c1cccnc1
  3, 21, i, -4, i, i, i, i, 1, 10, i
Cc1nn(-c2ccc(Br)cc2)c(=O)c2ccccc12
  3, -1, i, -7, i, i, i, i, 1, 2, i
Cc1cc(=O)oc(C)c1C(=O)NCC(C)NC(=O)c1c(C)cc(=O)oc1C (centres undefined)
  0, 0, i, -5, i, i, i, i, 6, -5, i
Cc1ccccc1NC(=O)Cn1cnc2c(oc3nc4c(cc32)CCCC4)c1=O
  -1, 2, i, -7, i, i, i, i, 2, -14, i
Cc1ccc(CNC(=O)C2CC(c3cccc(F)c3)=NO2)cc1 (centres undefined)
  1, -1, i, -5, i, i, i, i, 1, 3, i
OCc1nc(CO)n(Cc2ccccc2)n1
  -3, -2, i, -5, i, i, i, i, 4, nt, i
CCCCN1C(=O)C(=O)N(CC(=O)N2CCN(c3ccccc3)CC2)C1=O
  0, -3, i, -15, i, i, i, i, 2, 4, i

# Screens as filed in PubChem.

# These rows are one share of the data (hit frequency here may not be typical).
